Screening results from PubChem.
Nrf2 inh – Nrf2 qHTS screen for inhibitors. A549 ARE-Fluc reporter, luciferase luminescence, 18-24 h. Potency, µM (highest dose often 46 µM), for inactives: at the top dose activity change, negative = inhibition, hits mostly inhibitors. 360,000 tested, 2.1% active; note: potency is the fitted concentration of half-maximal effect; % is set by controls: 0 for no effect and ±100 for the full control effect; nearly all actives have a fitted effect of over 60% in size
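In this cell-based qHTS, ARE-driven firefly luciferase in A549 cells reports Nrf2 activity; the luminescent signal after BugLite lysis is the measured value, with a prior CellTiter-Fluor read for cell health.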
EPAC2 agonist – qHTS for Agonist of cAMP-regulated guanine nucleotide exchange factor 4 (EPAC2): primary screen; Rap guanine nucleotide exchange factor 4 (Homo sapiens), Q8WZA2; EPAC2 activation, biochemical qHTS; response scale: 100% = 6.5 mM cAMP response; Potency, µM (highest dose often 154 µM), for the others: top-dose activation, usual class: activators; 360,000 tested, 0.079% active; note: potency is the fitted concentration of half-maximal effect; nearly all actives have a fitted effect of over 50% in size
Target sequence (Q8WZA2 whole entry, looked up): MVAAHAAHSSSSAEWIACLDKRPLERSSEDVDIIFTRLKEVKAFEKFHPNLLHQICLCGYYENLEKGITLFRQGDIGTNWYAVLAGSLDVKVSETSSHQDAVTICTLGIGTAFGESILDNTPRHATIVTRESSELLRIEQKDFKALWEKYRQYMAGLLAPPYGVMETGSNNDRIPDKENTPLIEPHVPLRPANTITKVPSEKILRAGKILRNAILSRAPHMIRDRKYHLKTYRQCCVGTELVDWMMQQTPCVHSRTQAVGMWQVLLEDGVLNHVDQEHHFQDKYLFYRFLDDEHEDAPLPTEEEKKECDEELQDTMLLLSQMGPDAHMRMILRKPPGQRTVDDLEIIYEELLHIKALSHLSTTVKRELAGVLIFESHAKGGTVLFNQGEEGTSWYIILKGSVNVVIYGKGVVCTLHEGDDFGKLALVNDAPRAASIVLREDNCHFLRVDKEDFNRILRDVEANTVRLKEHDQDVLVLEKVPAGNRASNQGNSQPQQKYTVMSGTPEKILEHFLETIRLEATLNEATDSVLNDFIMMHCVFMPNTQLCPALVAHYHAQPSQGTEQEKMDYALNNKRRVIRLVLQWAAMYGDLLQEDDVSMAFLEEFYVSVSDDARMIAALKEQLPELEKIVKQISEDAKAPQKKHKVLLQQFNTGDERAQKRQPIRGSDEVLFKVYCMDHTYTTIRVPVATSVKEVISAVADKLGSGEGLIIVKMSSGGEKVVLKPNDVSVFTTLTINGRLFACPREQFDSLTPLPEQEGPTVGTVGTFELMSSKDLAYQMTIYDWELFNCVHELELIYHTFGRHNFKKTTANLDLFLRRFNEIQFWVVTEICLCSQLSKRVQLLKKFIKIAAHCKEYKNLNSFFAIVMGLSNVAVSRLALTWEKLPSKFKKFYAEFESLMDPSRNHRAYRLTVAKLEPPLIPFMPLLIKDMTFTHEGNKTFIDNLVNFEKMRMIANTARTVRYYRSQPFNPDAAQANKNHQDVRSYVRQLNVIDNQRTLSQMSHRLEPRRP
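Guanine nucleotide exchange by EPAC2 is measured as reduced fluorescence of BODIPY-GDP once it is released from 250 nM Rap1B. Plates are read kinetically for 30 min at room temperature; results are scaled to 6.5 mM cAMP.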
CCT chaperon mod – High-Throughput Screening for Modulators of Cytosolic Chaperonin Activity; activity change, % (test concentration not listed), hits read low; AID 651819, 2012; purified chaperonin ATPase assay, HTRF ADP detection, 30 min; 360,000 tested, 0.3% active; in the data active = activity change below about -30%; note: % is set by controls: 0 for no effect and ±100 for the full control effect
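TRiC (40 or 20 nM final, by batch activity) in 30 mM Tris pH 7.4, 100 mM KCl, 5 mM MgCl2, 1 mM DTT was treated with compound at 76 uM single dose, then 10 uM ATP, 30 min at 37 °C. ADP was read by HTRF Transcreener.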
EPAC2 antag – qHTS for Antagonist of cAMP-regulated guanine nucleotide exchange factor 2 (EPAC2): primary screen | Rap guanine nucleotide exchange factor 4 (Homo sapiens), Q8WZA2 | EPAC2 GEF exchange of Rap1B-BODIPY-GDP, fluorescence | Potency, µM (doses to about 114 µM), inactives show at the highest dose activity, negative = inhibition, usual class: inhibitors | 360,000 tested, 0.18% active | AID 720708, 2013; note: potency is the fitted concentration of half-maximal effect; % is set by controls: 0 for no effect and ±100 for the full control effect; nearly all actives have a fitted effect of over 45% in size; many of its hits are not listed in these tables
A549 viability – Nrf2 qHTS screen for inhibitors: counterscreen for cytotoxicity; A549 ARE-Fluc cells, CellTiter-Fluor viability, 18-24 h; Potency, µM (doses to about 46 µM), without a hit: at the top dose activity change, negative = cytotoxicity, most hits filed as inhibitors; 390,000 tested, 0.16% active; note: potency is the fitted concentration of half-maximal effect; % is set by controls: 0 for no effect and ±100 for the full control effect
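A549 ARE-Fluc cells in 5% FBS OPTI-MEM, 5000 cells/well, rested 2 h then exposed to compounds in concentration-response for 18-24 h at 37 °C. Viability by CellTiter-Fluor fluorescence (Ex 405/Em 525) after 30 min; luciferase luminescence (BugLite, 15 min, RT) read afterwards.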
Nrf2 ARE act – qHTS of Nrf2 Activators; AREc32 ARE-luciferase reporter (MCF7-derived line), luminescence, 24 h; Potency, µM (series often up to 46.1 µM), for inactives: top-dose activation, usual class: activators; 410,000 tested, 0.31% active; AID 624171, 2012; note: potency is the fitted concentration of half-maximal effect; % of control where 0% means no effect; nearly all actives have a fitted effect of over 65% in size
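Quantitative high-throughput format: AREc32 reporter cells, 1000 per well, received compound by pin transfer and were incubated 24 hr at 37 deg C, 5% CO2, before Steady-Glo luminescence detection.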
TGFb SMAD3 inh – qHTS for Inhibitors of TGF-b | HepG2 CAGA-GFP TGF-b/SMAD3 reporter, GFP fluorescence, 18 h; TGF-beta stimulated, 500 pg/mL final | Potency, µM (highest dose often 46.1 µM), inactives show top-dose activity, negative = inhibition, hits mostly inhibitors | 410,000 tested, 1.2% active | AID 588855, 2011; note: potency is the fitted concentration of half-maximal effect; % is set by controls: 0 for no effect and ±100 for the full control effect; nearly all actives have a fitted effect of over 65% in size
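HEPG2 CAGA-GFP cells (1000/well, DMEM with 1% FBS) were pre-incubated 2 h at 37 degrees C, given compound by pin tool, then stimulated with TGF-beta at 500 pg/mL final for 18 h before per-cell GFP fluorescence imaging.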
pAkt inh – HTS Assay for Inhibitors of Akt Phophorylation: Primary Screen. Neuro2A IGF-stimulated pAkt S473 HTRF, 20 min; stronger effect = lower value. activity change, % for hits at 50 µM. 360,000 tested, 0.32% active; in the data active = activity change below about -80%; inconclusive = mostly about -51% to -80%; note: % is set by controls: 0 for no effect and ±100 for the full control effect
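Neuro2A cells (4,500/well, DMEM with 0.5% FBS) were treated with compound at a single 50 µM final concentration, stimulated with 6 nM IGF for 20 min at 37 °C, and lysed. Phospho-Akt Ser473 was read by HTRF as 665/615 ratio ×10^4.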
Mm-Cpn inhibitor – Inhibitors of TCP-1 ring complex (TRiC) of Methanococcus maripaludis (MmCpn): qHTS; Chaperonin Mm-Cpn (Methanococcus maripaludis); purified Mm-Cpn ATPase, ADP Transcreener TR-FRET; Potency, µM (doses to about 76.9 µM), inactives show top-dose activity, negative = inhibition, usual class: inhibitors; 330,000 tested, 0.031% active; AID 504842, 2011; note: potency is the fitted concentration of half-maximal effect; % is set by controls: 0 for no effect and ±100 for the full control effect; nearly all actives have a fitted effect of over 80% in size
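ATPase turnover read by TR-FRET ADP competition (Eu cryptate antibody/ADP-d2, 665/590 nm): 10uM ATP final, 25nM Mm-CPN final, 30 min 37degC after 10-min compound preincubation, pH 7.4 Tris/KCl/MgCl2/DTT buffer.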
An asterisk follows results filed as active; i = inactive; ? = inconclusive; . = no result given; & = joins results of further samples; [ ] = remark or other dose. Unless noted, calls come from the whole dose curve; as a rule, active = well fitted curve in the direction sought with a large enough effect; inconclusive = small, poorly fitted or top-dose-only effect, or another doubt; inactive = no such curve, though single readings can be large; an effect the other way counts as inactive or inconclusive. A portion of the library; count on the stated rates, not on these rows.

cpd	structure	Nrf2 inh	A549 viability	Nrf2 ARE act	pAkt inh	TGFb SMAD3 inh	Mm-Cpn inhibitor	EPAC2 antag	CCT chaperon mod	EPAC2 agonist
1	CC(=O)NNC(=O)c1ccncc1	16%	0%	-1.0%	.	-2%	1%	20%	2.6	0%
2	CCCc1cc(C(=O)N2CCCC(CO)(CCCc3ccccc3)C2)n(C)n1 (configuration not stated)	?	4%	2.6%	i	-25%	-2%	-7%	-1.5	3%
3	Cc1ccc(OCCC(=O)OCC(=O)Nc2ccc3c(c2)OCO3)cc1	8%	1%	0.1%	i	4%	-11%	-7%	-1.1	-8%
4	COc1ccc(NC(=O)Cn2c(=O)n(-c3cccc(C(F)(F)F)c3)c(=O)c3sccc32)cc1	-15%	0%	5.8%	.	4%	.	.	.	.
5	Cc1onc(-c2c(Cl)cccc2Cl)c1C(=O)NNC(=O)c1c(-c2c(Cl)cccc2Cl)noc1C	-4%	3%	0.3%	i	11%	-12%	14%	-3.1	12%
6	Cc1noc(C(=O)N2CCN(Cc3ccc4c(c3)OCO4)CC2)c1Cl	-11%	5%	-0.3%	i	-1%	-1%	-13%	-2.4	12%
7	Cc1cccc(C)c1OCc1nnc(NC(=O)CSc2ccc(Cl)cc2)s1	23%	8%	-0.3%	i	15%	-2%	7%	-2.0	1%
8	c1coc(-c2ccnc(-c3ccncc3)n2)c1	4%	-6%	?	i	11%	-4%	0%	-1.8	-3%

Taken from above:
CCCc1cc(C(=O)N2CCCC(CO)(CCCc3ccccc3)C2)n(C)n1 (configuration not stated) – TGFb SMAD3 inh = -25%
c1coc(-c2ccnc(-c3ccncc3)n2)c1 – Mm-Cpn inhibitor = -4%

Carrying on.
cpd	structure	Nrf2 inh	A549 viability	Nrf2 ARE act	pAkt inh	TGFb SMAD3 inh	Mm-Cpn inhibitor	EPAC2 antag	CCT chaperon mod	EPAC2 agonist
9	COc1ccc(C(=O)NCC(=O)N2CCN(c3ccc(Cl)cc3)CC2)cc1	-19%	-1%	-0.4%	i	-3%	-1%	1%	0.6	-2%
10	Cc1nc(C)c(C(=O)OC(C)C(=O)Nc2ccc(F)cc2)s1 (configuration not stated)	?	-8%	1.0%	i	3%	-4%	3%	1.7	-1%
11	COc1ccc(CCNC(=O)c2ccc(N(C)S(=O)(=O)c3ccc(C)cc3)cc2)cc1OC	?	-2%	2.4%	i	-8%	-1%	-18%	-18	-2%
12	O=C(NCCCN1CCOCC1)c1cc(S(=O)(=O)N2CCN(c3ccccc3)CC2)ccc1Cl	?	3%	-0.2%	i	-4%	0%	10%	-1.1	-4%
13	COc1cc(OC)c(C(=O)NNC(=O)CN(C)S(=O)(=O)c2ccc(Cl)cc2)cc1OC	5%	-9%	-0.3%	i	-5%	1%	6%	-0.8	1%
14	COc1ccc(OC)c(CN2CCN(C(=O)CNC(=O)c3cc(C)cc(C)c3)CC2)c1	-22%	3%	2.4%	i	-11%	0%	-19%	-1.7	6%
15	COc1ccc(NC(=O)C2Cc3c(-c4cccc(F)c4)ccnc3O2)cc1OC (configuration not stated)	.	.	0.3%	i	?	.	-10%	2.0	19%
16	COc1cc(NC(=O)Cn2cnc(S(=O)(=O)N3CCCC3)c2)cc(OC)c1OC	8%&-25%	0%&-1%	-0.3%&-0.9%	i	2%&-25%	-3%	0%	-1.9	-2%
17	CC1(S(=O)(=O)O)CC(=O)c2ccccc2C1=O (configuration not stated)	?	-1%	-4.4%	.	?	0%	6%	-3.0	12%
18	O=[N+]([O-])c1ccc(N/N=C\c2cccn2-c2ccccc2)nc1	?	?	4.7%	.	?	3%	-23%	1.1	15%[15.6 µM]
19	Cc1ccc(N(C(C)C(=O)N2CCN(Cc3ccccc3)CC2)S(C)(=O)=O)cc1 (configuration not stated)	-28%	4%	0.4%	i	0%	3%	15%	-1.1	-1%
20	Cc1cccc(NC(=O)CSc2nnc(CNC(=O)c3ccc(S(=O)(=O)N(C)C)cc3)n2-c2ccc(F)cc2)c1	-20%	-1%	2.7%	i	0%	4%	-12%	-0.7	-3%
21	CCOc1ccc(S(=O)(=O)NCCC(=O)N2CCN(c3ccccc3O)CC2)cc1	?	-5%	-0.2%	i	0%	-3%	-5%	-2.2	5%
22	CC(C)c1onc(C(=O)N2CCCCC2)c1[N+](=O)[O-]	-5%	-3%	19%	i	-68%	-3%	12%	0.7	4%
23	O=C(COC(=O)c1cccc(O)c1)Nc1ccc(S(=O)(=O)N2CCOCC2)cc1	1%	2%	-2.2%	i	0%	0%	6%	0.1	13%
24	CCn1cc(C2=NC(C(C)C)CO2)c2ccccc21 (configuration not stated)	14%	18%	9.0%	i	2%	2%	-8%	-3.6	20%
25	NC(=O)c1ccsc1NC(=O)COC(=O)c1ccccc1F	9%	-3%	-0.4%	i	-1%	-15%	7%	-0.1	11%
26	Cc1cccc(C)c1NC(=O)CN(C)CC(=O)Nc1cc(Cl)ccc1C#N	14%	1%	-0.8%	i	-9%	0%	8%	0.5	-4%
27	CN(C)c1ccc(/C=N\Nc2nc(-c3ccccc3)cc(=O)[nH]2)cc1	7%	10%	0.0%	i	-7%	0%	12%	-2.2	13%
28	Cn1c(=O)c2c(nc(CN3CCC(C(N)=O)CC3)n2Cc2c(Cl)cccc2Cl)n(C)c1=O	1%	-1%	-0.4%	i	-4%	1%	-2%	-2.5	5%
29	OCCN(CCO)Cc1csc2ccccc12	-11%	0%	-0.6%	i	-24%	-3%	8%	2.4	-1%
30	CCC(C)[C@@H](CN(N=O)[C@@H](Cc1ccccc1)CN(C)N=O)N(CCc1ccccc1)N=O (some centres not stated)	-20%	-15%	-0.3%	i	-8%	.	12%	0.1	6%
31	CCN(c1ccccc1)S(=O)(=O)c1ccc(Cl)c(NC(=O)c2ccc(=O)[nH]n2)c1	0%	5%	0.1%	i	3%	1%	1%	-0.2	-1%
32	COc1cccc(NS(=O)(=O)c2ccc3c(c2)N(C(C)=O)CCS3)c1	-19%	5%	-0.3%	i	-16%	-2%	8%	-0.8	7%
33	COc1ccc(C(=O)N/N=C/c2ccc(N3CCOCC3)o2)cc1OC	24%	0%	0.9%	i	-1%	-2%	-10%	-0.3	5%
34	Cc1cc(C)cc(NC(=O)C(Cc2ccccc2)NS(=O)(=O)c2ccc3c(c2)c(=O)n(C)c(=O)n3C)c1 (configuration not stated)	-11%	-10%	-0.6%	.	?	.	.	.	.
35	O=C(CSc1ccc(Cl)cc1)NC(=O)NC1CCCC1	2%	-2%	-0.6%	i	0%	2%	-8%	-0.9	4%
36	COc1ccc(NC(=O)COC(=O)C2=COCCO2)cc1OC	9%	5%	-0.4%	i	9%	1%	5%	-1.5	-3%
37	CCCCNC(=O)/C(C#N)=C/c1ccc(-c2ccc(S(=O)(=O)N3CCOCC3)cc2)o1	-9%	12%	0.3%	i	-10%	0%	2%	-2.3	-6%
38	Cc1ccsc1/C=N/NC(=S)NCc1ccccc1	3%	4%	5.1%	i	5%	2%	8%	-2.7	8%
39	COc1cc(NC(=O)NCC2CCN(Cc3ccccc3F)CC2)cc(OC)c1	3%	-3%	4.1%	i	27%	-16%	2%	-0.9	1%
40	COc1ccc(C(C)=O)cc1CN(C)C	0%	0%	0.2%	i	-10%	.	-9%	-0.7	0%
41	CCN(CC)S(=O)(=O)c1cc(NC(=O)COC(=O)c2c(C)noc2C)ccc1C	21µM*	?	-0.5%	i	-13%	-3%	4%	0.9	6%
42	COc1ccc(C(=O)NCCn2nc(C)cc2C)cc1OC1CCN(C(C)=O)CC1	0%	-2%	-0.4%	i	-2%	2%	4%	1.8	1%
43	O=[N+]([O-])c1ccc2nonc2c1Nc1ccccc1	3%	-6%	3.2%	i	-5%	-1%	11%	-5.8	6%
44	COc1ccc(C(=O)COC(=O)CCCC(=O)NC2CCCCC2)cc1	-1%	-17%	0.3%	i	5%	-3%	5%	0.4	4%
45	COCCN(C(=O)CSc1cc(C)c2ccccc2n1)c1c(N)n(CC(C)C)c(=O)[nH]c1=O	-3%	0%	-0.8%	i	-4%	-1%	12%	-1.8	6%
46	CCOc1ccccc1/C=N\Nc1cnn(Cc2ccccc2)c(=O)c1Cl	1%	-1%	4.1%	i	2%	0%	-5%	1.6	3%
47	Cc1cc(OCCCn2ccnc2)cc(C(C)C)c1	-8%	0%	-0.4%	i	5%	3%	17%	2.9	1%
48	COc1ccc(C(C)NC(=S)NC2CCCCC2)cc1OC (configuration not stated)	4%	-3%	-0.8%	i	-3%	-2%	-8%	1.0	0%
49	COc1cc(/C=N/NC(=O)NC2CCCCC2)ccc1O	-6%	3%	5.7%	i	-18%	-3%	7%	2.7	3%
50	Cc1cccc(NC(=O)c2nc[nH]c2C(=O)NCC(=O)OC(C)(C)C)c1	12%	0%	6.8%	i	?	-1%	-3%	-0.5	11%
51	COc1ccc(S(=O)(=O)N(C)C)cc1NC(=O)COc1ccc2c(c1)CCC2	.	.	3.4%	i	-2%	.	-3%	0.6	8%
52	CCOC(=O)c1cc2c(ccn2C)n1CC(=O)N(CC)CC	2%	-8%	-0.4%	i	2%	-7%	5%	0.6	2%
